Source: PubChem (National Center for Advancing Translational Sciences (NCATS))
FLuc modulator: counter-screen for miR-21 project: firefly luciferase inhibitors or activators; AID 588342; Potency, µM (top dose mostly 57.5 µM), inactives show at the top dose activity change, negative = inhibition, hits mostly inhibitors; purified FLuc, Km substrates, luminescence inhibition; 360,000 compounds, 6.9% hits;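 further: potency means the concentration at half of the fitted maximal effect; plate controls were vehicle for no effect and reference inhibitor for full effect; nearly all actives have a fitted effect of over 55% in size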
Target sequence (P08659 whole entry, looked up): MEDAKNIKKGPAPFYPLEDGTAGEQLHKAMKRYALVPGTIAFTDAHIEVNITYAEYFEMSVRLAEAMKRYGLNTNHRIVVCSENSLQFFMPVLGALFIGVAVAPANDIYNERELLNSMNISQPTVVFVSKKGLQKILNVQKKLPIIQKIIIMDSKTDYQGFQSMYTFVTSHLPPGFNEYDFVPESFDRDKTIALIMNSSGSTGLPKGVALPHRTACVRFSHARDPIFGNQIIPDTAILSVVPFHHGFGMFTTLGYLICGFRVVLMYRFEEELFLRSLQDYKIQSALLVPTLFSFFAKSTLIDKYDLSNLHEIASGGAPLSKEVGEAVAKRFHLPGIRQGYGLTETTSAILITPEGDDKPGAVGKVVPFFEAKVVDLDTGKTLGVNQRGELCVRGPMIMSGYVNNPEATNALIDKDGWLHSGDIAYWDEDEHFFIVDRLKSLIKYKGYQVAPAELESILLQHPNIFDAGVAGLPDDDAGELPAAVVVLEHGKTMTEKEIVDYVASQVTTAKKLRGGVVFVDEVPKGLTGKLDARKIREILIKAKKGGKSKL
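Purified P. pyralis luciferase (10nM final) with 10uM D-luciferin and 10uM ATP (Km levels) in 50mM Tris acetate pH 7.5, 10mM Mg acetate, 0.01% Tween-20, 0.05% BSA; qHTS 6-point titration, ~60 µM downward; luminescence read.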
RORg inh: inhibitors of mouse ROR gamma transcriptional activity; P51450; Drosophila S2 Gal4-RORgamma UAS-luciferase reporter, 20 h; Potency, µM (doses to about 53.6 µM), inactives show top-dose activity change, negative = inhibition, hits mostly inhibitors; 310,000 compounds, 5.4% hits; further: potency means the concentration at half of the fitted maximal effect; on the % scale 0 is the no-effect control and ±100 the full control effect; nearly all actives have a fitted effect of over 60% in size
Target sequence (P51450 whole entry, looked up, the tested form may be a part): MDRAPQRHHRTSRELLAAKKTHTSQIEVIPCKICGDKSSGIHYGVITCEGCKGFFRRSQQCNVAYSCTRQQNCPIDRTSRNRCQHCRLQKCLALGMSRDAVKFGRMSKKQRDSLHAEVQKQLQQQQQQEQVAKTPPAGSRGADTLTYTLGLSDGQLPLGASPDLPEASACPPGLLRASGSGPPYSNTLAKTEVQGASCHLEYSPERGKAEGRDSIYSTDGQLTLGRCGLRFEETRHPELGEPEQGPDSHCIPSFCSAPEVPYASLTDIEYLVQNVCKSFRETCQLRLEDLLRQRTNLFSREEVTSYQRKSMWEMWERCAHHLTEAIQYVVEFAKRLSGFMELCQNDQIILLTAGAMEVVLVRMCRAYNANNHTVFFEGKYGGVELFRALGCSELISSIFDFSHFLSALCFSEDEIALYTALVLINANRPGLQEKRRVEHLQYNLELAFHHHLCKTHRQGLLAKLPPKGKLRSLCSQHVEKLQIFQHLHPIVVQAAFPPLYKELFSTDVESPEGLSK
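In this cell-based reporter format, copper sulfate (700 uM final) drives Gal4–ROR gamma fusion expression from a metallothionein promoter in Drosophila Schneider cells; compounds preincubated 1 hr, reporter read after 20 hr at ambient temperature.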
Rab9 promoter act: activates the Rab9 promoter; Huh7 Rab9 promoter-luciferase reporter, luminescence, 24 h; 320,000 compounds, 2.8% hits; AID 485297; Potency, µM (doses to about 9.22 µM), inactives show top-dose activation, negative = inhibition, usual class: activators; further: potency means the concentration at half of the fitted maximal effect; % of control where 0% means no effect; nearly all actives have a fitted effect of over 60% in size
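Measured in stably transfected Huh7 cells bearing a Rab9 promoter–luciferase construct: 24 h compound treatment at 37 °C, followed by luminescence detection.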
NPC1 prom act: NPC1 promoter activation | 320,000 compounds, 2.4% hits | Potency, µM (highest dose often 9.22 µM), inactives show top-dose activation, hits mostly activators | Huh7 NPC1 promoter luciferase reporter, 24 h;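 further: potency means the concentration at half of the fitted maximal effect; % of control where 0% means no effect; nearly all actives have a fitted effect of over 60% in size; reporter is driven by a mutant NPC1 promoter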
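Luminescence read-out of NPC1 promoter-driven luciferase in stably transfected Huh7 cells; compounds delivered in DMSO and left 24 h at 37C, 5% CO2, qHTS titration format.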
KCNH2 3.1 block: inhibitors of human KCNH2 3.1 potassium channel isoform | U2OS KCNH2 3.1, thallium flux FluxOr; active compounds read low | activity change, % (tested at about 1.8 µM) | 340,000 compounds, 0.95% hits;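 active means maximum activity change below -70%; inconclusive means maximum activity change from -70% to -50%; inactive means maximum activity change above -50%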;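 further: thallium influx rate constant from kinetic fluorescence after stimulation buffer; on the % scale 0 is the no-effect control and ±100 the full control effect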
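Steps: virus added to U2OS suspension (4 h, RT, dark); medium with 10% FBS added, cells plated, 37 C overnight; FluxOr/Red40 loading buffer 45 min RT; stimulation buffer, 2 min kinetic read; rate constant normalized.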
Mito fusion yeast: inhibitors of mitochondrial division or activators of mitochondrial fusion; 320,000 compounds, 0.23% hits; S. cerevisiae fusion-defective mutant growth rescue, CellTiterGlo 48 h; AID 485298; Potency, µM (highest dose often 46.1 µM), for inactives: at the highest dose growth rescue (activation), hits mostly activators;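 further: potency means the concentration at half of the fitted maximal effect; % of control where 0% means no effect; nearly all actives have a fitted effect of over 45% in size; temperature-sensitive fusion mutants such as fzo1-1 at 37 °C on non-fermentable ethanol glycerol medium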
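Growth-rescue viability read-out: after 48 h at the non-permissive 37C in glycerol/ethanol YPEG, yeast mitochondrial fusion mutants are measured by CellTiterGlo luminescence; compounds (23 nl pinned per well) restoring growth score as division inhibitors or fusion activators.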
Gal4-VP16 FLuc: Gal4-VP16 reporter inhibition counter-screen | 310,000 compounds, 3.5% hits | Drosophila S2 Gal4-VP16 UAS-luciferase, luminescence, 20 h | Potency, µM (doses to about 53.6 µM), inactives show top-dose activity, negative = inhibition, most hits filed as inhibitors;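 further: Gal4-VP16 expression switched on by copper sulfate through the metallothionein promoter; potency means the concentration at half of the fitted maximal effect; on the % scale 0 is the no-effect control and ±100 the full control effect; nearly all actives have a fitted effect of over 50% in size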
ELG1 repair inh: inhibitors of ELG1-dependent DNA repair in HEK293T cells | Potency, µM (series often up to 46.1 µM), for inactives: top-dose activity change, negative = inhibition, hits mostly inhibitors | HEK293T ELG1-luciferase reporter, luminescence, 16 h; DNA damage induced by 5-fluorouridine | AID 504467 | 330,000 compounds, 2.3% hits; further: potency means the concentration at half of the fitted maximal effect; on the % scale 0 is the no-effect control and ±100 the full control effect; nearly all actives have a fitted effect of over 55% in size
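DMSO vehicle served as the neutral condition. Each well held 2,000 cells given 5-fluorouridine plus compound; after 16 hr at 37 °C/5% CO2, ONE-Glo was added and luciferase measured 30 min later.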
Menin-MLL TR inh: inhibitors of human menin-MLL interaction, mutant MLL peptide; O00255; Menin + Texas Red MLL mutant peptide, fluorescence polarization; Potency, µM (top dose mostly 61.6 µM), without a hit: top-dose FP activity change, negative = inhibition, actives largely listed as inhibitors; 270,000 compounds, 0.23% hits; AID 1768; active means well fitted inhibition curve with a large enough effect in the polarisation, with a control signal flat, not every such curve was filed as active; inconclusive means small, poorly fitted or top-dose-only effect, or effect the other way, or a change in a side signal; inactive means no such curve, though single readings can be large or run the other way; the % refers to the polarisation; further: potency means the concentration at half of the fitted maximal effect; % of control where 0% means no effect; many of its hits are not listed in these tables
MBNL1 CUG block: MBNL1-poly(CUG) RNA binding inhibition; 280,000 compounds, 0.036% hits; TR-FRET MBNL1-His/biotin-(CUG)12 binding, 665/545 ratio; Potency, µM (titrated, usually from 57.5 µM), for inactives: at the top dose activity change, negative = inhibition, usual class: inhibitors; active means well fitted inhibition curve with a large enough effect in the signal ratio, with a control signal flat, not every such curve was filed as active; inconclusive means small, poorly fitted or top-dose-only effect, or effect the other way, or a change in a side signal; inactive means no such curve, though single readings can be large or run the other way; the % refers to the signal ratio; further: potency means the concentration at half of the fitted maximal effect; on the % scale 0 is the no-effect control and ±100 the full control effect
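Inhibition of protein-RNA binding appears as loss of TR-FRET between terbium anti-His antibody on MBNL1-His and streptavidin-XL665 on biotin-(CUG)12. Activity is normalized to buffer-only and uninhibited-complex controls.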
PKM2 act: increases activity of human pyruvate kinase M2 | Potency, µM (doses to about 57.5 µM), for the others: at the top dose activation, actives largely listed as activators | P14618 | 260,000 compounds, 0.34% hits | purified PKM2, Kinase-Glo ATP luminescence, activation; response scale: 0% is enzyme alone, no compound; further: potency means the concentration at half of the fitted maximal effect; on the % scale 0 is the no-effect control and ±100 the full control effect; nearly all actives have a fitted effect of over 55% in size
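Kinase-Glo luminescence reports ATP generated from ADP (0.1 mM) and PEP (0.5 mM) by purified hPK-M2 after 1 h at room temperature, pH 7.2 imidazole buffer; intermediate enzyme activity allows detecting inhibitors and activators.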
The depositor's hits bear a star; ? = inconclusive; . = not tested or not shown; [ ] = dose if it differs, or a comment. Unless noted, the call rests on the fitted dose curve; in most records, active means well fitted curve in the direction sought with a large enough effect; inconclusive means small, poorly fitted or top-dose-only effect, or another doubt; inactive means no such curve, though single readings can be large; an effect the other way counts as inactive or inconclusive. An excerpt; rates above refer to the full screens.

SMILES	FLuc modulator	RORg inh	Rab9 promoter act	NPC1 prom act	KCNH2 3.1 block	Mito fusion yeast	Gal4-VP16 FLuc	ELG1 repair inh	Menin-MLL TR inh	MBNL1 CUG block	PKM2 act
COc1ccc(NS(=O)(=O)c2ccc(OCC(=O)N3CCCC3)cc2)cc1	2%	7%	-2%	3%	-7	0%	-8%	-3%	2%	3%	-16%
Cc1ccc(S(=O)(=O)c2cc3c(=O)n4cccc(C)c4nc3n(Cc3ccco3)c2=N)cc1C	-1%	13%	1%	-1%	.	0%	-12%	3%	?	-2%	?
N/C(=N/S(=O)(=O)c1ccccc1)c1cccc([N+](=O)[O-])c1	1%	29%	-7%	-4%	-21	-1%	0%	?	6%	?	7%
CSc1nnc(Cn2c(=O)sc3ccccc32)n1C	2%	19%	-1%	-6%	0	-4%	-1%	4%	12%	0%	2%
COc1ccc(OC)c(/C=C/C(=O)Nc2cccc(S(=O)(=O)N3CCCC3)c2)c1	-3%	22%	-3%	-6%	2	1%	15%	?	?	9%	-2%
CC(NC(=O)NCc1cccnc1)(C(F)(F)F)C(F)(F)F	5%	7%	9%	-1%	1	-4%	1%	-1%	-1%	-1%	6%
Fc1ccc(-c2nnc3ccccn23)cc1	-3%	2%	3%	-7%	14	2%	-7%	11%	0%	0%	.
CC(=O)NC12CC3CC(C1)CC(C(=O)N1CCN(S(=O)(=O)c4cccc(C(F)(F)F)c4)CC1)(C3)C2	11%	.	-2%	0%	2	-1%	.	2%	.	.	.
OCC1(Cc2cccc(Cl)c2)CCCN(Cc2cn[nH]c2C2CCCCC2)C1 (centres undefined)	-2%	-15%	-8%	-7%	2	-2%	-8%	-11%	?	3%	-3%
CC(c1ccccc1F)n1cc(C(=O)NCCCn2ccnc2)nn1 (centres undefined)	-2%	13%	-6%	-3%	4	1%	-10%	13%	-20%	-6%	10%
CCCNS(=O)(=O)c1ccc(OCC(=O)NCC2CCCO2)cc1 (centres undefined)	-1%	-4%	-3%	3%	12	-6%	-12%	12%	38%[activator]	-4%	4%
CCOC(=O)C1CCN(C(=O)C2CCN(c3ncnc4c3nc3n4CCCCC3)CC2)CC1	1%	37%	-1%	-2%	4	-1%	1%	-10%	.	5%	.
Cc1noc(C)c1COC(=O)COc1ccc(-c2ccccc2)cc1	?	-19%	-2%	-4%	-3	-4%	-8%	-2%	.	.	2%
COC(=O)c1ccc(NC(=O)CCN2C(=O)CSC2=O)cc1	0%	3%	-5%	-5%	-5	5%	3%	2%	23%	4%	-10%
Cc1cc(C)cc(N(CCC#N)C(=O)COC(=O)c2ccc(OCc3c(C)noc3C)cc2)c1	-1%	.	-2%	-4%	-8	7%	.	6%	.	.	.
COCCNC(=O)C(c1ccc(C)o1)N(Cc1ccco1)C(=O)c1snc(C(N)=O)c1N (centres undefined)	0%	-12%	-1%	-3%	-4	-4%	20%	-28%	21%	?	-1%
NC(=O)CCN1CCN(S(=O)(=O)/C=C/c2ccccc2)CC1	1%	-4%	0%	-4%	-2	0%	4%	2%	9%	-7%	2%
COCCNC(=S)N/N=C(\C)CCc1ccc2c(c1)OCO2	-2%	4.5µM*	-6%	-3%	5	-1%	10µM*	2%	-8%	-1%	4%
COc1ccc(OC)c(S(=O)(=O)Nc2cnc3ccccc3c2)c1	5%	37%	-3%	-3%	23	1%	3%	-6%	13%	5%	1%
COc1ccc2cc(C(=O)N3CCN(Cc4ccc5c(c4)OCO5)CC3)[nH]c2c1	3%	37%	-6%	-3%	-21	-2%	-13%	7%	.	-3%	.
O=c1[nH]c(N2CCN(c3ccccc3)CC2)nc2c1CCC2	3%	0%	1%	0%	5	4%	-6%	-4%	1%	4%	0%
CCn1cc(C(=O)NCCCN2CCN(C)CC2)c(=O)c2cc(S(=O)(=O)N3CCc4ccccc4C3)ccc21	-1%	12%	-7%	-5%	20	1%	-9%	?	-21%	-8%	-2%
CCC(C)(C)n1nnnc1C(c1ccccc1OC)N1CCSCC1 (centres undefined)	-2%	-15%	-9%	-3%	-86*	-7%	1%	1%	-1%	-1%	-1%
COC(=O)c1[nH]c2ccccc2c1NC(=O)c1c(F)cccc1F	3%	-24%	-2%	-6%	-7	2%	-1%	5%	.	3%	4%
COC(=O)c1cc(Br)c(=O)n(CC(C)C)c1	-2%	-2%	15%	-2%	3	-2%	4%	6%	16%	-2%	2%
Cc1cccc(NC(=O)c2ccc(Cl)c(S(=O)(=O)N3CCCCC3)c2)n1	2%	.	18%	10%	-6	4%	.	?	.	.	.
O=C(COC(=O)/C=C/c1ccccc1)NC1CCCCCC1	-1%	.	-4%	-2%	-9	-2%	.	4%	.	.	.
N#Cc1c(NC(=S)NC(=O)c2ccccc2)sc2c1CCC2	-17%	-42%[10 µM]	?	19%	6	0%	-83%	?	?	.	0%
Cc1c(Cl)cccc1NC(=O)CCC(=O)c1cccs1	1%	5%	-2%	-4%	-4	1%	-6%	9%	28%	-1%	.
O=C(COc1ccc2c3c(c(=O)oc2c1)CCC3)N1CCN(c2ccc(F)cc2)CC1	-1%	3%	-5%	-6%	11	?	-10%	-19%	-7%	-1%	1%[0.46 µM]
Cc1ccnc(NS(=O)(=O)c2cc(C(F)(F)F)ccc2Cl)c1	1%	-5%	-3%	6%	.	-5%	5%	2%	.	-8%	-2%
O=C(Nc1ncc(Cc2cccc([N+](=O)[O-])c2)s1)c1ccco1	?	?	?	23%	-13	-1%	?	6%	?	5%	-1%
Cc1cc(C)c(NC(=O)COc2ccc(-n3cnnn3)cc2)c(C)c1	-2%	18%	0%	-2%	-2	-2%	0%	5%	.	-2%	-3%
O=C1CSC(c2ccccn2)N1c1ccccc1F (centres undefined)	1%	-10%	-1%	-2%	1	0%	-9%	-6%	2%	-8%	-2%
Cc1csc(=O)n1CC(=O)OCC(=O)NC(C)c1ccc(F)cc1 (centres undefined)	0%	.	0%	-1%	14	-3%	.	1%	.	.	.
CCN1C(=O)CSC1=Nc1ccccc1Cl	5%	-6%	10%	3%	-12	1%	0%	7%	-2%	7%	1%
CCCCN(C(=O)Cc1coc2cc(C)c(C)cc12)c1c(N)n(Cc2ccccc2)c(=O)[nH]c1=O	-3%	.	2%	-1%	3	-1%	.	20%	.	.	.
Clc1ccc(N2CCN(Cc3cc4ccccn4n3)CC2)cc1	.	-29%	-20%[46.1 µM]	-8%[46.1 µM]	.	23µM*	-3%	.	1%	.	.
CC(C)Cn1nc(C(=O)Nc2nnc(C3CC3)s2)c2ccccc2c1=O	3%	.	-5%	0%	2	9%	.	-15%	.	.	.
COc1ccc(-c2cc3nc(C)c(CCC(=O)NCc4ccco4)c(C)n3n2)c(OC)c1	-14%	37%	-1%	-2%	8	2%	-11%	?	-6%	-4%	-3%
CCCCn1c(SCC(=O)N2CCOCC2)nnc1-c1ccoc1C	1%	?	2%	0%	7	1%	-4%	0%	-16%	3%	-2%
CC(=O)NS(=O)(=O)c1ccc(Nc2ccc([N+](=O)[O-])c3nonc23)cc1	-12%	0%	1%	0%	13	-12%	-14%	9%	.	?	-17%
CCOC(=O)c1cccc(NC(=O)c2ccc3c(c2)OCO3)c1	8.5µM*	-20%	0.22µM*	0.4µM*	-4	1%	1%	?	9%	3%	-6%
O=C(NCc1ccccc1)c1ccc2c(=O)n(CCCN3CCCC3=O)c(=S)[nH]c2c1	0%	-26%	-6%	-1%	1	-2%	1%	?	-3%	-2%	-6%
Cc1ccc(OCC(=O)N(Cc2cccs2)C2CCS(=O)(=O)C2)cc1C (centres undefined)	3%	8%	-4%	-4%	8	2%	0%	0%	.	-19%	1%
O=C(Nc1ccc(Br)cc1)Nn1cnnc1	-1%	25%	9%	10%	-1	-5%	-7%	14%	.	32µM*	0%
CCOC(=O)c1c(NC(=O)CSc2nnnn2-c2ccc3c(c2)OCO3)sc(C)c1C	2%	-12%	-5%	-7%	-2	-3%	-1%	-5%	5%	1%	1%
COc1cc(/C=C/C(=O)O)cc(S(=O)(=O)N2CCc3ccccc32)c1OC	1%	9%	-5%	-4%	4	10%	10%	-8%	1%	8%	-5%
Cc1cc(C)n(CCC(=O)N/N=C/c2ccc(O)cc2O)n1	2%	?	-8%	-2%	-6	-4%	-10%	?	-19%	9%	1%
Cc1ccc(S(=O)(=O)Nc2nc3ccc(S(C)(=O)=O)cc3s2)cc1	-2%[2.3 µM]	-6%	8%	-2%	8	-4%	11%	19%	?	-10%	24%
COc1ccc(N2CCN(Cc3nc4c(c(=O)n(C)c(=O)n4C)n3C(C)C(C)=O)CC2)cc1 (centres undefined)	4%	4%	.	-4%	9	0%	?	2%	-13%	-2%	5%
